SSB-PriA inh: K. pneumoniae PriA-SSBct interaction inhibition | AlphaScreen SSBct-PriA binding, biotinylated peptide | inhibition, % at 33 µM | 430,000 compounds, 0.6% hits; in the data active = inhibition mostly above about 37%, no sharp cut-off; inactive = mostly below about 20%;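 also: plate controls were negative control peptide for no effect and reference peptide for full effect; strong numbers were not always called active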
VHR inh abs: inhibitors of human VHR1 phosphatase (DUSP3). 290,000 compounds, 0.52% hits. inhibition, % at 13.3 µM. recombinant VHR phosphatase, pNPP absorbance. P51452; in the data active = inhibition above about 50%; also: some compounds called inactive have numbers as strong as hits
Target sequence (P51452 whole entry, looked up): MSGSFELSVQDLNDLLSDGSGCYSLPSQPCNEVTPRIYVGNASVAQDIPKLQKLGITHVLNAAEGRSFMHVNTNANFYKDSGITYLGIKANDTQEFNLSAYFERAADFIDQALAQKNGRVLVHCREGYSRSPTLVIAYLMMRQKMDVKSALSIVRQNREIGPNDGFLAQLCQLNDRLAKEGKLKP
MazEF act: MazEF (E. coli) toxin RNase activation; AID 504720; 350,000 compounds, 0.32% hits; FAM/BHQ RNA-DNA oligo cleavage fluorescence, 5 h; activation, % at 20 µM; P0AE70; in the data active = activation above about 50%
Target sequence (P0AE70 whole entry, looked up): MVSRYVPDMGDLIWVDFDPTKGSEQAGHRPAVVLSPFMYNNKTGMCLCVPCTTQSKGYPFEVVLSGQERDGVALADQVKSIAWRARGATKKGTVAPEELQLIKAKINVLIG
UGM FP inh: Mtb UDP-galactopyranose mutase inhibition; purified UGM, fluorescence polarization probe displacement; inhibition, % at 10 µM; 320,000 compounds, 0.06% hits; AID 504406; in the data active = inhibition above about 10%, passing the limit was not always enough
FBA Mtb inh: Mtb fructose-bisphosphate aldolase inhibition; P9WQA3; purified M. tuberculosis FBA, fluorescence read-out; inhibition, % at 1 µM; 360,000 compounds, 2.3% hits; in the data active = inhibition above about 27%;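 also: 0% = vehicle and 100% = reference inhibitor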
Target sequence (P9WQA3 whole entry, looked up): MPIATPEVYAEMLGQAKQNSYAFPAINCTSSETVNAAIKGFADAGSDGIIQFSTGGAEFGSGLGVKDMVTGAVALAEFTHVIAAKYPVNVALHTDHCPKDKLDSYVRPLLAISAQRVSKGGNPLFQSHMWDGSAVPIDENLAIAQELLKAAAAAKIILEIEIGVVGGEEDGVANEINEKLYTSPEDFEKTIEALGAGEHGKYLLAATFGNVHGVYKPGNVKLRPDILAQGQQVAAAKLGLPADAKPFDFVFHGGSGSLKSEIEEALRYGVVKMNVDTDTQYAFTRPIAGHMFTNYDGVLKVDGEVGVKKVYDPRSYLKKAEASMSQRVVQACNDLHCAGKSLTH
Rv3671c inh: inhibits the M. tuberculosis serine protease Rv3671c. P9WHR9. inhibition, % at 5.96 µM. 320,000 compounds, 0.048% hits. AID 2606; in the data active = inhibition above about 38%;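 also: extracellular domain of Rv3671c used as enzyme; 0% = enzyme with DMSO and 100% = no enzyme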
Target sequence (P9WHR9 whole entry, looked up, the tested form may be a part): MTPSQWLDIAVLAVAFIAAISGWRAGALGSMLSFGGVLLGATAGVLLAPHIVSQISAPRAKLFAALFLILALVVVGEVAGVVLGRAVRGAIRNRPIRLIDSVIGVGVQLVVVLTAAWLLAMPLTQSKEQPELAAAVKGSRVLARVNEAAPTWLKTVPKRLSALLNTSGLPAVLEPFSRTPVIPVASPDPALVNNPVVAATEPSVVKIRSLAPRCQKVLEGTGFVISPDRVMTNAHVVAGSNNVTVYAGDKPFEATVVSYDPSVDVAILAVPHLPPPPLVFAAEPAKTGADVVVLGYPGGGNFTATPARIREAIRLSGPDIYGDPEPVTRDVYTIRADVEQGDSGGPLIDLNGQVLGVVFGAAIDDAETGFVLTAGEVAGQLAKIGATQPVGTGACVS
3CLpro inhibitor: SARS-CoV 3CLpro protease inhibition | P0C6X7 | recombinant SARS-CoV 3CLpro, quenched FRET peptide cleavage | inhibition, % at 6 µM | 290,000 compounds, 0.14% hits | AID 1706; in the data active = inhibition above about 12%
GDH-TPI inh: GDH-TPI coupled enzyme inhibition counter-screen | GDH-TPI coupled enzyme counterscreen, NADH absorbance | inhibition, % at 4.8 µM | 360,000 compounds, 1.2% hits | AID 588335; in the data active = inhibition above about 30%;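 also: 0% = DMSO wells and 100% = wells lacking the enzyme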
Mtb BioA inh: blocks M. tuberculosis BioA enzyme activity. purified M. tuberculosis BioA enzyme, plate reader. inhibition, % at 9.99 µM. 360,000 compounds, 0.096% hits. AID 602481; in the data active = inhibition above about 40%
BH1578 lux ind: quorum light induction in luxS cqsA deficient V. cholerae; V. cholerae BH1578 lux reporter, luminescence, 6 h; activation, % at 18.7 µM; 350,000 compounds, 0.16% hits; AID 588436; in the data active = activation mostly above about 9.7%, no sharp cut-off; also: not every result past the cut was called active; inactives centre near 0; reference of the scale not given here
* hit, by the source's call; & = joins results of further samples.

Screening O=C(C1CCN(c2ccc(N3CCOCC3)nn2)CC1)N1CCc2ccccc2C1 returned SSB-PriA inh 1.3, VHR inh abs 39.6, MazEF act 8.7, UGM FP inh 0.6, FBA Mtb inh 15.4, Rv3671c inh 7.0, 3CLpro inhibitor 3.9, GDH-TPI inh 3.8, Mtb BioA inh 1.7 and BH1578 lux ind inactive.
Cc1c(NS(=O)(=O)c2cc(C(=O)NCc3ccco3)cc(Cl)c2Cl)c(=O)n(-c2ccccc2)n1C was read as SSB-PriA inh -2.4, MazEF act -0.7, UGM FP inh 3.3, FBA Mtb inh 0.8, Rv3671c inh -17.4, GDH-TPI inh 2.9 and BH1578 lux ind 2.9.
`COc1ccc(-c2nc(CSCC(=O)NCCCN3CCCC3=O)c(C)o2)cc1` gave SSB-PriA inh 5.3, VHR inh abs -14.6, MazEF act 16.5, UGM FP inh -0.8, FBA Mtb inh 5.0, Rv3671c inh 1.7, 3CLpro inhibitor -1.2, GDH-TPI inh -5.6 and BH1578 lux ind -0.2.
Fc1cccc(NC(=S)Nc2cccc3ccccc23)c1 was read as SSB-PriA inh 23.1, VHR inh abs -19.7, MazEF act 4.0, UGM FP inh -0.3, FBA Mtb inh 66.5*, Rv3671c inh -4.2, 3CLpro inhibitor -2.3, GDH-TPI inh -2.4, Mtb BioA inh -0.6 and BH1578 lux ind inactive.
CC1(CCCc2ccc(N(CCCl)CCCl)cc2)NC(=O)NC1=O (centres undefined) was read as MazEF act 8.2, FBA Mtb inh -2.8, GDH-TPI inh -11.7, Mtb BioA inh 0.7 and BH1578 lux ind -5.3.
Screening COc1ccc(S(=O)(=O)N(C)C[C@H]2OCCCC[C@H](C)Oc3ccc(NC(=O)Nc4ccc(F)cc4)cc3C(=O)N([C@H](C)CO)C[C@H]2C)cc1 returned MazEF act -0.7, FBA Mtb inh 1.0, GDH-TPI inh -2.1, Mtb BioA inh -0.6&-1.7 and BH1578 lux ind inactive.
Screening CN1CCN(c2cc3c(cc2F)c(=O)c(C(=O)O)cn3CCF)CC1 returned SSB-PriA inh -19.0, VHR inh abs 31.5, MazEF act -18.9, UGM FP inh -0.7, FBA Mtb inh 1.6, Rv3671c inh -2.5, 3CLpro inhibitor 1.2, GDH-TPI inh 9.3 and BH1578 lux ind inactive.
Screening N#Cc1ccc(OCC(=O)Nc2nc(-c3ccccn3)cs2)cc1 returned MazEF act -7.8, FBA Mtb inh -1.8, GDH-TPI inh 3.5, Mtb BioA inh -1.3 and BH1578 lux ind inactive.
Screening N/C(=N\OC(=O)N1c2ccccc2Sc2ccccc21)c1ccc(Br)cc1 returned VHR inh abs -2.8, MazEF act -1.5, UGM FP inh -0.1, FBA Mtb inh 3.3, Rv3671c inh -28.1, 3CLpro inhibitor -3.8, GDH-TPI inh 1.1 and BH1578 lux ind -0.3.
O=C(CCSc1ccccc1)Nc1ccc(S(=O)(=O)N2CCOCC2)cc1 was read as SSB-PriA inh -5.3, VHR inh abs 4.2, MazEF act -7.6, UGM FP inh -1.4, FBA Mtb inh 6.0, Rv3671c inh -0.8, 3CLpro inhibitor 3.3, GDH-TPI inh -3.7, Mtb BioA inh 1.6 and BH1578 lux ind -0.1.
O=C1c2ccccc2C(=O)N1c1nc(-c2cccs2)cs1 was read as SSB-PriA inh 1.1, VHR inh abs -1.0, MazEF act 5.2, UGM FP inh 0.9, FBA Mtb inh -0.4, Rv3671c inh 0.2, 3CLpro inhibitor 1.8, GDH-TPI inh 3.6, Mtb BioA inh -1.5 and BH1578 lux ind 0.5.
`O=C(NCc1nnnn1-c1ccc(F)cc1)c1ccc([N+](=O)[O-])o1` gave SSB-PriA inh -10.2, MazEF act -4.3, UGM FP inh -0.2, FBA Mtb inh -1.2, Rv3671c inh 0.7, GDH-TPI inh 12.0 and BH1578 lux ind inactive.
For NC(=O)[C@H](Cc1cc2ccccc2s1)NC(=O)[C@@H]1CC2(CC(c3cccc(NC(=O)[C@@H]4CCC(=O)N4)c3)=NO2)CN1C(=O)/C=C/Sc1ccccc1 (some centres undefined) the results were SSB-PriA inh -3.6, VHR inh abs 4.7, MazEF act -8.0, UGM FP inh 1.2, FBA Mtb inh 0.0, Rv3671c inh -96.4, 3CLpro inhibitor -1.2, GDH-TPI inh 6.0, Mtb BioA inh 0.4 and BH1578 lux ind -0.5.
`CCN(CC)c1nc2cc(C)ccc2cc1/C=C(\C#N)C(N)=O` gave SSB-PriA inh -0.5, VHR inh abs 12.9, MazEF act -17.8, UGM FP inh -0.7, FBA Mtb inh -1.2, Rv3671c inh -14.5, 3CLpro inhibitor 3.7, GDH-TPI inh 19.2 and BH1578 lux ind -1.3.
Screening Cc1cnc(NC(=O)Cc2ccc(C)c(C)c2)s1 returned SSB-PriA inh 13.4, VHR inh abs 36.3, MazEF act -2.9, UGM FP inh 1.1, FBA Mtb inh 1.5, Rv3671c inh -5.5, 3CLpro inhibitor 1.8, GDH-TPI inh 0.8, Mtb BioA inh -3.0 and BH1578 lux ind -0.3.
For CC(N)C12CC3CC(CC(O)(C3)C1)C2 (centres undefined) the results were SSB-PriA inh -2.0&-2.6, VHR inh abs 31.2, MazEF act -0.5, UGM FP inh 0.7, FBA Mtb inh 0.7, Rv3671c inh -2.2, 3CLpro inhibitor 2.3, GDH-TPI inh 3.7, Mtb BioA inh -1.1 and BH1578 lux ind -1.9.
For O=C(COc1ccc([N+](=O)[O-])cc1)NCCC1=CCCCC1 the results were SSB-PriA inh -15.4, VHR inh abs 5.4, MazEF act -0.2, UGM FP inh 3.2, FBA Mtb inh 1.9, Rv3671c inh 4.7, 3CLpro inhibitor -3.7, GDH-TPI inh 17.3, Mtb BioA inh 2.0 and BH1578 lux ind -0.2.
`CCCS(=O)(=O)N1CCN(S(=O)(=O)c2ccccc2[N+](=O)[O-])CC1` gave SSB-PriA inh -3.1, VHR inh abs 30.2, MazEF act 5.2, UGM FP inh -0.6, Rv3671c inh 5.4 and 3CLpro inhibitor 1.2.
`O=C(CSc1nnc(CNC(=O)c2ccco2)o1)c1ccccc1` gave SSB-PriA inh -21.9, VHR inh abs 18.1, MazEF act 3.7, UGM FP inh -0.1, FBA Mtb inh -7.4, Rv3671c inh 2.1, 3CLpro inhibitor -1.8, GDH-TPI inh 6.6, Mtb BioA inh 0.5 and BH1578 lux ind 4.5.
COc1ccc(CNC(=O)/C=C/c2ccc3[nH]cc(CCN(C)C)c3c2)cc1 was read as SSB-PriA inh 7.5, VHR inh abs -5.0, MazEF act 4.6, UGM FP inh -4.2, FBA Mtb inh 0.0, Rv3671c inh 9.9, GDH-TPI inh 19.8, Mtb BioA inh -1.4 and BH1578 lux ind inactive.
For Cc1ccccc1Nc1ccc(S(=O)(=O)N2CCOCC2)cc1[N+](=O)[O-] the results were SSB-PriA inh -4.8, VHR inh abs 5.7, MazEF act -2.2, UGM FP inh 1.3, FBA Mtb inh -4.9, Rv3671c inh -0.3, 3CLpro inhibitor 1.1, GDH-TPI inh 4.8 and BH1578 lux ind inactive.
Screening COc1cc(-c2c(-c3cccc(C)c3)oc3ccccc23)cc(OC)c1OC returned SSB-PriA inh -1.2, VHR inh abs 21.2, MazEF act -6.4, UGM FP inh -0.5, FBA Mtb inh 6.0, Rv3671c inh -2.5, 3CLpro inhibitor -6.3, GDH-TPI inh 10.3, Mtb BioA inh -1.7 and BH1578 lux ind -0.4.
COc1ccc(-c2cc(C(F)(F)F)nc(SCC(=O)N(C)Cc3cnn(C)c3C)n2)cc1OC was read as SSB-PriA inh 4.2, VHR inh abs 7.8, MazEF act 8.8, UGM FP inh 2.4, FBA Mtb inh 5.2, Rv3671c inh -1.9, 3CLpro inhibitor 1.8, GDH-TPI inh 19.6, Mtb BioA inh 0.9 and BH1578 lux ind inactive.
Screening CCCCCn1c(NC2CCCCC2)nc2c1c(=O)[nH]c(=O)n2C returned SSB-PriA inh -6.7, VHR inh abs 6.5, MazEF act 2.1, UGM FP inh 8.1, FBA Mtb inh -0.2, Rv3671c inh 1.5, GDH-TPI inh 2.8, Mtb BioA inh 2.9 and BH1578 lux ind -0.1.
CN(C)S(=O)(=O)c1cccc(NC(=O)CSc2nc3ccccc3n2-c2ccccc2)c1 was read as SSB-PriA inh -1.6, VHR inh abs 8.4, MazEF act -0.6, UGM FP inh 2.6, FBA Mtb inh -1.5, Rv3671c inh -83.6, 3CLpro inhibitor 0.2, GDH-TPI inh 9.9, Mtb BioA inh -1.6 and BH1578 lux ind -0.4.
Screening Cc1nc2ccc(C(=O)O)cc2nc1C returned SSB-PriA inh -9.8, VHR inh abs -7.2, MazEF act -5.9, UGM FP inh -1.5, FBA Mtb inh -4.4, Rv3671c inh -2.4, 3CLpro inhibitor -1.6, GDH-TPI inh 3.7, Mtb BioA inh 0.0 and BH1578 lux ind inactive.
For CC(C)(C)c1cc(S(=O)(=O)CCc2ccncc2)cc(C(C)(C)C)c1F the results were SSB-PriA inh -6.3, VHR inh abs 25.5, MazEF act -9.2, UGM FP inh 2.6, FBA Mtb inh -1.6, Rv3671c inh -4.2, 3CLpro inhibitor -6.6, GDH-TPI inh 3.4, Mtb BioA inh -2.0 and BH1578 lux ind -0.2.
COC(=O)c1ccc(C2/C(=C(/O)c3ccc(OC)cc3)C(=O)C(=O)N2c2cc(C)on2)cc1 (centres undefined) was read as VHR inh abs -50.4, MazEF act 3.4, UGM FP inh -0.1, FBA Mtb inh -2.0, Rv3671c inh -2.0, 3CLpro inhibitor 1.9, GDH-TPI inh 13.6, Mtb BioA inh -1.4 and BH1578 lux ind -0.4.
Screening N#C/C(=C\c1ccc(N2CCOCC2)o1)c1ccccc1 returned SSB-PriA inh 0.5, VHR inh abs -7.8, MazEF act 9.1, UGM FP inh 1.4, FBA Mtb inh -3.9, Rv3671c inh -4.2, 3CLpro inhibitor -1.2, GDH-TPI inh 1.6, Mtb BioA inh -1.0 and BH1578 lux ind -3.5.
`S=c1[nH]nc(-c2ccncc2)n1/N=C/c1cccc(Cl)c1` gave VHR inh abs 8.7, MazEF act 1.5, UGM FP inh -2.6, FBA Mtb inh 1.9, Rv3671c inh 0.2, 3CLpro inhibitor -1.7, GDH-TPI inh 5.9, Mtb BioA inh -1.6 and BH1578 lux ind -1.2.
`COc1ccc(CCNC(=O)/C=C/c2cc(OC)c(OC)c(OC)c2)cc1OC` gave SSB-PriA inh -0.1, VHR inh abs -6.0, MazEF act -5.4, UGM FP inh -0.9, FBA Mtb inh 8.6, Rv3671c inh -2.1, 3CLpro inhibitor 0.7, GDH-TPI inh 11.2 and BH1578 lux ind -0.6.
Screening Cc1ccc(C(=O)Nc2ccc3c4c(cccc24)CC3)cc1[N+](=O)[O-] returned SSB-PriA inh -11.0, VHR inh abs 14.7, MazEF act 1.3, UGM FP inh -3.7, FBA Mtb inh 0.2, Rv3671c inh -14.5, 3CLpro inhibitor 6.7, GDH-TPI inh -1.1 and BH1578 lux ind 0.0.
For COCc1cc(CN(C)C(=O)C2CCC(=O)N(Cc3cccc(OC)c3)C2)[nH]n1 (centres undefined) the results were SSB-PriA inh -9.4, VHR inh abs 12.5, MazEF act 9.5, UGM FP inh -0.7, FBA Mtb inh 1.0, Rv3671c inh 3.6, 3CLpro inhibitor 4.4, GDH-TPI inh -3.6, Mtb BioA inh -0.1 and BH1578 lux ind inactive.

2 successive entries out of the list so far, for reference:
`COc1ccc(CCNC(=O)/C=C/c2cc(OC)c(OC)c(OC)c2)cc1OC` gave SSB-PriA inh -0.1, VHR inh abs -6.0, MazEF act -5.4, UGM FP inh -0.9, FBA Mtb inh 8.6, Rv3671c inh -2.1, 3CLpro inhibitor 0.7, GDH-TPI inh 11.2 and BH1578 lux ind -0.6.
Screening Cc1ccc(C(=O)Nc2ccc3c4c(cccc24)CC3)cc1[N+](=O)[O-] returned SSB-PriA inh -11.0, VHR inh abs 14.7, MazEF act 1.3, UGM FP inh -3.7, FBA Mtb inh 0.2, Rv3671c inh -14.5, 3CLpro inhibitor 6.7, GDH-TPI inh -1.1 and BH1578 lux ind 0.0.

Bioassay records as filed in PubChem BioAssay.

The list is partial; count on the stated rates, not on these rows.
